Pf growth 96h – Primary qHTS for delayed death inhibitors of the malarial parasite plastid, 96 hour incubation; hit rate 6.9% among 320,000; Potency, µM (titrated, usually from 28.7 µM), without a hit: at the top dose activity change, negative = inhibition, most hits filed as inhibitors; AID 504834, 2011; P. falciparum luciferase reporter growth, 96 h; also: potency is read from the fitted curve at half-maximal effect; % is scaled to controls: 0 for no effect and ±100 for the full control effect
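96 h incubation, 37 C, 5% CO2, of luciferase-reporter P. falciparum-infected RBCs (2% hematocrit, 0.05% parasitemia final) with test compounds; endpoint luminescence.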
Shiga toxin inh – A qHTS for Small Molecule Inhibitors of Shiga Toxin; hit rate 9.2% among 290,000; AID 2315, 2010; inhibition, % at 38.7 µM; Vero cells, Shiga toxin protein synthesis inhibition reporter; in the data active = inhibition mostly above about 28%, no sharp cut-off; inactive = mostly below about 43%; also: 0% is about no effect
Giardia FBPA inh – qHTS Assay for Inhibitors of Fructose-1,6-bisphosphate Aldolase from Giardia Lamblia; A8B2U2; purified Giardia FBPA; Potency, µM (highest dose often 59.6 µM), for inactives: at the highest dose activity, negative = inhibition, most hits filed as inhibitors; hit rate 0.71% among 290,000; AID 2451, 2010; also: potency is read from the fitted curve at half-maximal effect; % is scaled to controls: 0 for no effect and ±100 for the full control effect; nearly all actives have a fitted effect of over 55% in size
Target sequence (A8B2U2 whole entry, looked up): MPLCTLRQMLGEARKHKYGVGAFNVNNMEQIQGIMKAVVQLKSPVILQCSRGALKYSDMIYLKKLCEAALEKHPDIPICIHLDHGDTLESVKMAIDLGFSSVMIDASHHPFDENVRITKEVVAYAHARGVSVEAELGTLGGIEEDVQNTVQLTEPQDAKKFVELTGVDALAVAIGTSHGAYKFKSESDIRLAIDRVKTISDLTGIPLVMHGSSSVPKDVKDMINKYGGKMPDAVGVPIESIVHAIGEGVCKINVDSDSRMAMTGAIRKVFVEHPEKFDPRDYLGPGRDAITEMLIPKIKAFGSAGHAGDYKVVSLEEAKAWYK
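40 nM FBPA preincubated 10 min at RT with compound (up to 57.5 uM final), then substrate plus GAPDH/TPI/NAD/arsenate coupling and diaphorase/resazurin added. Fluorescence read after 20 min at RT, 525/598 nm.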
Pf growth 48h – Primary qHTS for delayed death inhibitors of the malarial parasite plastid, 48 hour incubation; P. falciparum luciferase growth in erythrocytes, 48 h; Potency, µM (doses to about 28.7 µM), for the others: at the top dose activity change, negative = inhibition, most hits filed as inhibitors; hit rate 5.9% among 310,000; also: potency is read from the fitted curve at half-maximal effect; % is scaled to controls: 0 for no effect and ±100 for the full control effect
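Luminescence readout; reporter = integrated firefly luciferase in P. falciparum. RBC culture at 2% hematocrit, 0.1% parasitemia final, 37 C/5% CO2; decreased signal taken as growth inhibition.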
CHX counter – Cycloheximide Counterscreen for Small Molecule Inhibitors of Shiga Toxin; hit rate 12% among 300,000; cell reporter, cycloheximide protein synthesis inhibition counterscreen; max response, %; in the data active = max response mostly above about 13%, no sharp cut-off; inactive = mostly below about 14%; also: read at 38.3 µM for the half of the compounds with a filed dose; 0% is about no effect
Sm TGR block – qHTS Assay for the Inhibitors of Schistosoma Mansoni Peroxiredoxins. AID 485364, 2010. hit rate 3% among 360,000. Potency, µM (titrated, usually from 114 µM), without a hit: at the highest dose activity change, negative = inhibition, most hits filed as inhibitors. purified TGR, DTNB reduction, TNB absorbance 405 nm; also: potency is read from the fitted curve at half-maximal effect; % is scaled to controls: 0 for no effect and ±100 for the full control effect; nearly all actives have a fitted effect of over 60% in size
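First, TGR (20 nM dispensed) and NADPH were mixed with compound. Second, a 15 min room-temperature incubation followed. Third, further NADPH and then DTNB were added to start the reaction. Finally, TNB absorbance was monitored kinetically.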
* marks the source's active call; other numbers are inactive results; i = inactive; u = inconclusive; x = no result given; + = active, no number; [ ] = remark or other dose. Unless noted, calls follow the shape of the dose curve; as a rule, active = well fitted curve in the direction sought with a large enough effect; inconclusive = small, poorly fitted or top-dose-only effect, or another doubt; inactive = no such curve, though single readings can be large; an effect the other way counts as inactive or inconclusive.

SMILES	Pf growth 96h	Shiga toxin inh	Giardia FBPA inh	Pf growth 48h	CHX counter	Sm TGR block
O=C(O)c1ccc(NC(=S)NC(=O)c2ccc(-c3ccccc3)cc2)cc1	14%	48	-14%	107%[activator]	45*	u
COc1ccc(Oc2coc3cc(OCC(=O)N4CCCCC4)ccc3c2=O)cc1	u	1	-5%	u	0	-13%
COc1ccc(OC)c(S(=O)(=O)N2Cc3ccccc3CC2C(=O)O)c1 (configuration not stated)	x	-5	0%	7%	-3	-11%
OCCNCCOc1ccccc1F	u	-5	-9%	14%	-2	-12%
COc1ccc(S(=O)(=O)n2nc(-n3c(C)ccc3C)c3c(F)cccc32)cc1OC	u	1	-14%	5.9µM*	5	-4%
O=C(c1ccccc1)N1CCOC12CCN(c1ncc(C(F)(F)F)cc1Cl)CC2	x	-15	0%	u	-1	21%
CCOC(=O)CS(=O)(=O)CC(=O)Nc1ccc([N+](=O)[O-])cc1OC	453%[activator]	-2	0%	-15%	1	12%
COC(=O)c1ccc(NS(=O)(=O)c2cc3c4c(c2)CCC(=O)N4CCC3)cc1	6%	x	x	u	x	-7%
COc1ccc(NC(=O)CN2C(=O)NC(C)(c3ccc(C)cc3)C2=O)cn1 (configuration not stated)	u	x	x	-24%	x	-1%
CSCCC(NS(=O)(=O)c1ccc(C)cc1)C(=O)NCC(C)(C)N1CCOCC1 (configuration not stated)	u	x	x	u	x	0%
CC(C)(C)c1ccc(S(=O)(=O)N2CCCC2C(=O)N2CCOCC2)cc1 (configuration not stated)	2%	10	3%	-16%	-4	x
CCN(Cc1ccccc1)C(=O)COC(=O)c1cc(Cl)nc(Cl)c1	0%	-10	4%	7%	-2	1%
CC1(C)CC(=O)C2=C(C1)NC(=O)CC2c1ccc(N(CCC#N)CCC#N)cc1 (configuration not stated)	u	-10	-4%	-22%	-2	-2%
Cc1ccc2[nH]c3c(c2c1)CN(C(=O)CN1CCSCC1)CC3	13%	-16	-15%	u	-8	25%
Cc1sc(NC(=O)c2ccc(F)cc2)c(CN2CCCCCC2)c1C	-14%	175*	-5%	-23%	43*	-4%

Four entries from above, with each value named.
> CC(C)(C)c1ccc(S(=O)(=O)N2CCCC2C(=O)N2CCOCC2)cc1 (configuration not stated)
  Pf growth 96h: 2%	Shiga toxin inh: 10	Giardia FBPA inh: 3%	Pf growth 48h: -16%	CHX counter: -4	Sm TGR block: x

> CCN(Cc1ccccc1)C(=O)COC(=O)c1cc(Cl)nc(Cl)c1
  Pf growth 96h: 0%	Shiga toxin inh: -10	Giardia FBPA inh: 4%	Pf growth 48h: 7%	CHX counter: -2	Sm TGR block: 1%

> CC1(C)CC(=O)C2=C(C1)NC(=O)CC2c1ccc(N(CCC#N)CCC#N)cc1 (configuration not stated)
  Pf growth 96h: u	Shiga toxin inh: -10	Giardia FBPA inh: -4%	Pf growth 48h: -22%	CHX counter: -2	Sm TGR block: -2%

> Cc1ccc2[nH]c3c(c2c1)CN(C(=O)CN1CCSCC1)CC3
  Pf growth 96h: 13%	Shiga toxin inh: -16	Giardia FBPA inh: -15%	Pf growth 48h: u	CHX counter: -8	Sm TGR block: 25%

Additional compounds follow.
SMILES	Pf growth 96h	Shiga toxin inh	Giardia FBPA inh	Pf growth 48h	CHX counter	Sm TGR block
Nc1nonc1-c1nc2ccccc2n1CCC(=O)O	-26%	-4	10%	4%	-4	8%
COc1ccccc1NC(=S)N1CCCCCC1	-3%	7	-19%	27%	0	-15%
O=C(COC(=O)c1c[nH]c2ccccc12)Nc1ccc([N+](=O)[O-])cc1	u	x	x	-29%	x	-2%
CCc1cccc(NC(=O)CCS(=O)(=O)c2cc3c(cc2C)NC(=O)CO3)c1	4%	-3	-12%	42%[activator]	-1	-16%
CC(C)C(OC(=O)c1cc2c(s1)CCCCC2)C(=O)NC(N)=O (configuration not stated)	18%	-8	5%	10%	-4	4%
CCOc1ccc(NC(=O)CN(C)C(=O)c2ccc(C)c(S(=O)(=O)N3CCCCC3)c2)cc1OCC	u	-12	x	-16%	1	-6%
CCCCNC(=S)N(CCCO)Cc1cc2cc3c(cc2[nH]c1=O)OCCO3	2%	10	-3%	0%	-1	-2%
Cn1cccc1/C=N/NC(=O)CNc1ccc2ccccc2c1	13%	18	-14%	0%	-2	-5%
CC(=O)c1ccc(OCc2cc(C(=O)NC(C)c3cnn(C)c3)no2)cc1 (configuration not stated)	-27%	94*	-4%	-28%	37*	-7%
Nc1nc2nonc2nc1N1CCCCC1	u	-16	16%	0%	-5	-4%
CC(C)CC(=O)NC(NC(=O)CC(C)C)c1cccc([N+](=O)[O-])c1	5%	-24	4%	1%	-2	-1%
O=C1c2ccccc2C(=O)N1CCC(=O)N1CCCc2ccccc21	23%	65	6%	3%	34*	22%
O=C(Nc1ccnn1C1CCN(CCCC2CCCC2)CC1)c1ccccc1	-2%	-5	10%	u	-2	-2%
COc1ccc([C@H]2CC(=O)C=C(c3ccc(Cl)c(C(F)(F)F)c3)C2)cc1	u	x	x	-7%	x	-8%
S=C(NCCc1ccccc1)N/N=C/c1cccc(Cl)c1Cl	-20%	-5	10%	-12%	-3	-9%
CCc1ccc(C(=O)NN(C(=O)c2ccc(CC)cc2)C(C)(C)C)cc1	u	7	11%	-22%	-3	1%
COc1ccc(C(=O)N(C)Cc2ccon2)cc1OC1CCN(C(C)C)CC1	u	-4	x	11%	0	0%
Cc1ccc(NC(=O)c2sc(=S)n(-c3cc(C)ccc3F)c2N)cc1	31%[activator]	5	18µM*	1%	43	-4%
CC1CCC(NC(=O)C2c3ccccc3C(=O)N2Cc2cccs2)CC1 (configuration not stated)	-1%	8	1%	-3%	-1	1%
COc1cccc(NC(=O)Cn2c3ccc(OC)cc3c3nc4n(c(=O)c32)CCS4)c1	36%[activator]	-7	x	-2%	-4	9%
COc1ccc2nc(C)cc(NCc3cccc(C(F)(F)F)c3)c2c1	u	-12	-12%	0.93µM*	-4	-1%
Cc1c(Cl)cccc1N=C1SCCN1C(=O)CN1C(=O)NC2(CCCC2)C1=O	u	x	x	u	x	-3%
O=C(O)Cc1c[nH]c2cccc(O)c12	-17%	-11	-28%	40%[activator]	-2	0%
O=C1C=C(c2ccc3[nH]ccc3c2)C[C@@H](c2ccc(F)cc2)C1	u	x	x	u	x	-2%
COc1cccc2cc(C(=O)NCc3ccccc3Cl)c(=O)oc12	u	-2	9%	36%[activator]	-2	0%
Cc1scc(C(=O)NNC(=S)NCC2CCCO2)c1-c1ccccc1 (configuration not stated)	-7%	1	8%	-1%	-1	-3%
Cc1csc(NC(=O)c2cccc(Cn3nc(C)c(Br)c3C)c2)n1	x	41	-1%	u	3	-27%
CCC(C)(C)n1nnnc1C(C(C)C)N(CCCO)Cc1cc2cc(C)ccc2[nH]c1=O (configuration not stated)	13µM*	-7	1%	u	-3	-7%
Cc1cc(C)cc(OCC(=O)Nc2cccc(-c3nc4ncccc4o3)c2)c1	-10%	-14	3%	x	-2	-1%
CCN1CCN(C(=O)C2CCN(S(=O)(=O)c3ccc4c(c3)NC(=O)C(C)S4)CC2)CC1 (configuration not stated)	2.9µM*	-8	x	u	4	0%
Cc1occc1-c1nnc(SCC(=O)N2CCCC(C)C2)o1 (configuration not stated)	u	x	x	-19%	x	u
O=C(NCCc1ccccc1)C1CC(=O)N(CCc2ccccc2)C1 (configuration not stated)	u	10	3%	31%[activator]	10	21%
CC(=O)c1ccc(OC(=O)c2nc(-c3ccccc3)oc2C)cc1	46%[activator]	-1	-5%	37%[activator]	4	5%
CC(=O)c1c(O)n(C)c(=S)n(-c2ccccc2)c1=O	20%	-13	3%	1%	-3	1%
Cc1cc(Br)ccc1NC(=S)NCCc1ccccc1	12µM*	6	x	-32%	10	-5%
COc1ccc([C@H]2CC(=O)C=C(c3cc(C)ccc3OC)C2)cc1	u	x	x	0%	x	5%
O=c1oc2ccccc2nc1/C=C(\O)c1ccccc1	4%	104*	u	-21%	63*	-18%
COc1cccc(Nc2ncc(C(=O)O)c3ccccc23)c1	u	-11	-22%	5%	-2	10%
O=C1OC(OC(=O)c2cccnc2Nc2cccc(C(F)(F)F)c2)c2ccccc21 (configuration not stated)	-15%	-2	-7%	-7%	5	x
CCS(=O)(=O)c1ccc2oc(Nc3ccc(C(C)C)cc3)nc2c1	u	87	-1%	x	10	11%
Cc1ccccc1NC(=O)c1cc2c(C)nc3ccccc3c2o1	4%	-28	0%	u	13	7%
CCc1cc2c(C)ccc(C)c2nc1SCC(=O)Nc1cc(C)on1	u	-1	-3%	-8%	-3	-5%
CCOc1ccc(S(=O)(=O)N2CCCC(C(=O)NCc3ccncc3)C2)cc1Cl (configuration not stated)	u	-6	-9%	2%	1	-13%
COc1cc(/C=C2\SC(=S)N(NC(=O)c3cccc(O)c3)C2=O)ccc1O	22%	24	-7%	29%	5	-31%
COc1ccc(S(=O)(=O)n2cnc3ccccc32)cc1OC	-12%	x	u	18%	-2	2%
CCOc1ccc(NC(=O)c2ccc(NCC(=O)N3CCCCCC3)cc2)cc1	202%[activator]	38	-10%	128%[activator]	27*	3%
Cc1ccc(C(=O)NCC(=O)OCC(=O)N2CCCc3ccccc32)cc1	-7%	1	5%	17%	-2	-21%
CC(NC(=O)c1cc2c(cc1Cl)N1CCCCCC1=NS2(=O)=O)c1ccc(S(N)(=O)=O)cc1 (configuration not stated)	-26%	x	x	21%	x	-5%
COC(=O)c1ccc(C(=O)OC)c(NC(=S)N2CCN(C(=O)C3CCCO3)CC2)c1 (configuration not stated)	4%	-11	-3%	-2%	2	15%
O=C(CCS(=O)(=O)Cc1ccc(Cl)cc1)NCCCN1CCOCC1	x	-5	3%	16%	-3	-14%
CC(/C=N/Nc1ncc(C)c(=O)[nH]1)=C\c1ccccc1	13%	25	-11%	-10%	13	-6%
Cc1cc(NC(=O)c2ccc(Cl)c(S(=O)(=O)N3CCCCC3)c2)no1	-29%	-5	x	u	-3	-11%
COCCN1C(=O)c2ccc(C(=O)O)cc2C1=O	0%	-2	3%	14%	-3	1%
C=CCn1cccc(C(=O)Nc2ccc(OC)c(Cl)c2)c1=O	-3%	54*	5%	-4%	24*	-16%
Cc1ccc2c(N)c(C(=O)N(c3ccccc3)c3ccccc3)sc2n1	u	-13	u	9.3µM*	13	-10%
COc1cccc(-n2cc(CN(C)Cc3nc(Cc4cccc(F)c4)no3)cn2)c1	u	14	-6%	1%	6	3%
COc1ccccc1NC(=O)Nc1nc(CC(=O)NCc2ccc(F)cc2)cs1	u	x	x	u	x	-13%
COc1ccccc1N1CCN(CC(=O)Nc2cccc(F)c2)CC1	43%[activator]	-10	2%	0%	-3	-2%
Cn1c(=O)cc(OCC(=O)NCc2cccs2)c2ccccc21	u	51*	-7%	0%	18	-7%
Cc1ccc(-c2nnn(CC(=O)N(c3ccccc3)C(C(=O)NCC3CCCO3)c3cccs3)n2)o1 (configuration not stated)	10µM*	4	-1%	59%[activator]	-2	10%

(more compounds)
SMILES	Pf growth 96h	Shiga toxin inh	Giardia FBPA inh	Pf growth 48h	CHX counter	Sm TGR block
COc1ccccc1NC(=O)C(Cc1ccc(Cl)cc1)c1nn[nH]n1 (configuration not stated)	x	-4	-17%	3%	-4	0%
O=C(COC(=O)/C=C/c1ccc2c(c1)OCO2)Nc1ccccc1	14%	93*	0%	25%	40*	-1%
NC(=O)C1CCCN(C(=O)c2ccc(NC(=O)c3cccs3)cc2)C1 (configuration not stated)	u	x	x	-5%	x	-12%
Cc1ccc(C(=O)NNC(=O)c2ccco2)cc1	i	+	3%	120%[activator]	39*	10%
O=C(CCn1c(=O)oc2ccccc21)Nc1nccs1	-21%	7	-1%	58%[activator]	21	-21%
Cc1cc(=O)n2nc(N3CCC(C(=O)NCc4cccc(Br)c4)CC3)sc2n1	u	-11	x	u	5	-1%

High-throughput results as filed in PubChem BioAssay.
